Compound activity as filed in PubChem BioAssay.
D3 antag: blocks the human D3 dopamine receptor | max response, negative = inhibition, % | D3R cells, DiscoveRx beta-arrestin luminescence, antagonist mode; hits give low values | 360,000 tested, 2.5% active | AID 652054; in the data active means max response below about -50%; inconclusive means no clear call, values can overlap the other calls; further: on the % scale 0 is the no-effect control and ±100 the full control effect; mostly tested at two doses, the higher about 12 µM
Target sequence (P35462 whole entry, looked up): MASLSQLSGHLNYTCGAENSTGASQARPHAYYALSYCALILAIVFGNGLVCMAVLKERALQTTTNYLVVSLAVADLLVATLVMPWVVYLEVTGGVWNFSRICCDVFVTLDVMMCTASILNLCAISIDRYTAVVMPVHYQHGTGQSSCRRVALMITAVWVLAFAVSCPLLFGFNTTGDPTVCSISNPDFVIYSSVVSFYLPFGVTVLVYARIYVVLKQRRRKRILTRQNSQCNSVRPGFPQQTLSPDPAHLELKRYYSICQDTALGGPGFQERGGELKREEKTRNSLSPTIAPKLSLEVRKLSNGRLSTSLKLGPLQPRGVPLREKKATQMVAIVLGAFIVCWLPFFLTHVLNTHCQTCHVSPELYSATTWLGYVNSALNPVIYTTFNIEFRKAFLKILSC
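Cells expressing the human receptor were seeded at 1500 cells/well, incubated overnight at 37 degrees C in 5% CO2, then exposed to library compounds with dopamine controls for 90 minutes at 37 degrees C before luminescent detection.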
D3 ag: agonists of human D3 dopamine receptor; P35462; D3R DiscoveRx beta-arrestin cells, luminescence, 90 min; max activation, %; 410,000 tested, 0.58% active; AID 652048; in the data active means max activation above about 30%; further: 0% is about no effect; mostly tested at two doses, the higher about 12 µM
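Agonist mode: compounds and dopamine controls were applied to plated cells for 90 min at 37 degrees C after an overnight attachment at 1500 cells/well. Luminescent read-out followed 30 - 60 minutes at room temperature with DiscoveRx detection reagent.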
FUS yeast rescue: suppressors of FUS proteinopathy in yeast; S. cerevisiae FUS-expressing, growth rescue, OD600, 24 h; Potency, µM (series often up to 76.6 µM), for the others: top-dose growth rescue (activation), most hits filed as activators; 390,000 tested, 0.24% active; AID 1347120;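 further: potency means the concentration at half of the fitted maximal effect; plate controls were DMSO vehicle for no effect and reference control for full effect; nearly all actives have a fitted effect of over 55% in size; some results filed as inactive show a strong effect at the top dose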
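Cultures pregrown in 2.5% raffinose medium are shifted to minimal medium containing 2% galactose to express toxic FUS. Compounds are tested at several concentrations. After 24hr at 30C, growth is quantified at 600 nm absorbance.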
EPAC2 antag: EPAC2 (human) antagonism. Q8WZA2. EPAC2 GEF exchange of Rap1B-BODIPY-GDP, fluorescence. Potency, µM (titrated, usually from 114 µM), without a hit: at the highest dose activity, negative = inhibition, hits mostly inhibitors. 360,000 tested, 0.18% active; further: potency means the concentration at half of the fitted maximal effect; on the % scale 0 is the no-effect control and ±100 the full control effect; nearly all actives have a fitted effect of over 45% in size; many of its hits are not listed in these tables
Abeta yeast res: restores growth of yeast expressing A-beta42 peptide; yeast expressing A-beta42, growth rescue, OD600, 48 h; response scale: 0% DMSO, 100% iron-clioquinol control; Potency, µM (top dose mostly 46.1 µM), without a hit: at the highest dose growth rescue, actives largely listed as activators; 410,000 tested, 0.063% active; further: potency means the concentration at half of the fitted maximal effect; nearly all actives have a fitted effect of over 55% in size
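Growth rescue measured by 600 nm absorbance after 48 h yeast culture at 30 C with compound. Values normalized between DMSO and an equimolar ferric chloride plus clioquinol control.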
TDP43 rescue: inhibitors of TDP-43 toxicity in yeast; TDP-43 expressing yeast growth rescue, BacTiter-Glo, 24 h; Potency, µM (doses to about 46.1 µM), without a hit: top-dose growth rescue (activation), most hits filed as activators; 410,000 tested, 1.8% active; further: potency means the concentration at half of the fitted maximal effect; % of control where 0% means no effect; nearly all actives have a fitted effect of over 50% in size
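Yeast expressing TDP-43 (pregrown in raffinose, seeded at OD600=0.02 in galactose medium) exposed to compounds 24 hr at 30 deg C. Growth read by BacTiter-Glo luminescence; rescue of toxicity appears as increased signal.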
EPAC2 ag: EPAC2 (human) agonism; Q8WZA2; EPAC2 activation, biochemical qHTS; response scale: 100% = 6.5 mM cAMP response; Potency, µM (titrated, usually from 154 µM), for inactives: top-dose activation, hits mostly activators; 360,000 tested, 0.079% active; AID 720711; further: potency means the concentration at half of the fitted maximal effect; nearly all actives have a fitted effect of over 50% in size
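Compounds were added across a concentration range to EPAC2 (100 nM), RAP1B-BODIPY-GDP (250 nM) and GDP (50 uM). After 5 min at room temperature, fluorescence was recorded at 5-min intervals for 30 min.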
aSyn rescue: rescues yeast growth from alpha-synuclein toxicity; Yeast expressing alpha-synuclein, growth rescue, BacTiter-Glo, 24 h; Potency, µM (series often up to 46.1 µM), for inactives: at the top dose growth rescue (activation), most hits filed as activators; 370,000 tested, 0.14% active; further: potency means the concentration at half of the fitted maximal effect; % of control where 0% means no effect; nearly all actives have a fitted effect of over 65% in size
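Rescue of yeast growth: cells expressing toxic alpha-synuclein, induced in galactose at OD600 0.02, incubated with compound 24 h at 30 C. ATP luminescence quantified growth; inhibitors of toxicity appear as activators.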
* = called active by the depositor; ? = inconclusive; / = no result given; [ ] = dose if it differs, or a comment. Unless noted, the call rests on the fitted dose curve; in most records, active means well fitted curve in the direction sought with a large enough effect; inconclusive means small, poorly fitted or top-dose-only effect, or another doubt; inactive means no such curve, though single readings can be large; an effect the other way counts as inactive or inconclusive. Not all compounds are listed (hit frequency here may not be typical).

SMILES	D3 antag	D3 ag	FUS yeast rescue	EPAC2 antag	Abeta yeast res	TDP43 rescue	EPAC2 ag	aSyn rescue
BrC(=C\c1ccccc1)/C=N/N1CCN(c2ccccn2)CC1	-13	-4	/	-5%	-29%	?	12%	-14%
CC(C)CNC(=O)CN1C(=O)NC2(CCc3ccccc32)C1=O (stereo unspecified)	-21	-2	5%	-4%	-18%	10%	12%	-2%
COC(=O)c1ccc(NC(=O)Cn2c(=O)nc(-c3ccccc3)c3ccccc32)cc1	/	0	-7%	/	-44%[inhibitor]	15%	/	/
Cc1cc(Br)cn2c(Cc3ccsc3)c(-c3ccco3)nc12	-56*	-15	16%	?	-86%[inhibitor]	?	-15%	-76%[inhibitor]
COc1cccc(CN2CCNC(=O)C2CC(=O)NC2CCOCC2)c1OC (stereo unspecified)	-9	1	-11%	15%	-7%	10%	7%	2%
C/C(=N\NC(=S)NC(C)C)c1ccc(Cl)c([N+](=O)[O-])c1	16	-12	-12%	8%	?	5%	3%	-4%
Cc1sc(NC(=O)Cn2[nH]c(=O)c3ccccc3c2=O)nc1-c1ccccc1	-16	3	/	-2%	3%	16%	-13%	0%
Cc1ccc(S(=O)(=O)NC(C)C(=O)NCc2ccc(Cl)cc2)cc1 (stereo unspecified)	6	3	-16%	-1%	1%	14%	-3%	13%
CCCCCn1c(NCc2ccco2)nc2ccccc21	1	5	5%	?	7%	16%	6%	7%
O=S1(=O)CCOCCCN1Cc1cccc(F)c1	0	0	-11%	10%	-11%	-1%	3%	-5%
CC(=O)N1c2ccc(S(=O)(=O)N3CCC(C(=O)NCc4ccc(N(C)C)cc4)CC3)cc2CC1C (stereo unspecified)	-10	3	10%	0%	-9%	-7%	10%	-3%
O=C(CSc1n[nH]c(-c2ccncc2)n1)NCCc1ccccc1	8	1	-1%	6%	6%	21%	2%	-9%
O=c1cc(C(F)(F)F)nc(-c2ccccc2OC(F)(F)F)[nH]1	0	-2	-4%	-6%	11%	19%	1%	7%
O=C(CSc1nc2ccccc2nc1N1CCCCC1)Nc1ccc(F)cc1	5	0	-34%	2%	3%	10%	15%	9%
Cc1ccc(Sc2ccc(N3CCCC(C(=O)Nc4ccc(F)c(Cl)c4)C3)nn2)cc1 (stereo unspecified)	/	-3	-15%	/	9%	19%	/	/
Cc1nn(C(C)(C)C)c(OC(=O)c2ccc(Br)o2)c1Sc1ccccc1	-10	6	9%	-15%	13%	5%	10%	4%
O=C(c1cccc(F)c1)N1CCN(C(=O)c2cc3nc(-c4ccco4)cc(C(F)(F)F)n3n2)CC1	4	-8	23%	6%	-4%	7%	-3%	-1%
O=C(CN(Cc1ccc(F)cc1)C(=O)CCC(=O)Nc1nccs1)NCc1ccccc1	0	2	5%	-10%	-9%	7%	-7%	1%
Cc1ccc(C(=O)CCC(=O)OCC(=O)Nc2c(C)nn(-c3ccccc3)c2C)cc1	-15	-7	22%	3%	2%	23%	-3%	-2%
Cc1ccc([N+](=O)[O-])c(OCC(=O)OCC(=O)c2ccccc2)c1	13	4	12%	18%	-5%	19%	19%	8%
CC1CCC(Nc2nc3c(-c4cccc(C(F)(F)F)c4)nnn3c3ccccc23)CC1 (stereo unspecified)	/	1	-25%	/	4%	10%	/	/
CCOc1cc(C(=O)N2CCC(CC3CC(c4cccc(Br)c4)=NO3)(C(=O)NCC3CCCCC3)CC2)cc(OCC)c1OCC (stereo unspecified)	-20	-33	?	-2%	0%	5%	-7%	2%
CCOC(=O)C1CCN(S(=O)(=O)CCNC(=O)c2ccc3c(c2)OCO3)CC1	13	1	10%	8%	-4%	13%	4%	-4%
CC1C(=O)N2CCCc3cc(NC(=O)C(=O)NCc4cccnc4)cc1c32 (stereo unspecified)	27	2	-9%	3%	7%	13%	-6%	6%
O=C(c1cnc2nc3ccccc3n2c1)c1cc(F)ccc1O	-7	-7	63%	3%	-36%[inhibitor]	?	5%	-14%
SMILES	D3 antag	D3 ag	FUS yeast rescue	EPAC2 antag	Abeta yeast res	TDP43 rescue	EPAC2 ag	aSyn rescue
Cc1ccc2c(c1)c(=O)c(C(=O)c1ccc3c(c1)OCO3)cn2Cc1ccc(Cl)cc1	/	-8	?	/	-4%	5%	/	/
Cc1ccc(-c2nc3c4ccccc4ccn3c2Cc2cccc(Cl)c2)cc1	0	-1	38%	11%	0%	?	10%	19%
COc1ccc(-c2nn(-c3ccccc3)cc2CNCCN2CCOC2=O)c(F)c1	-27	-15	19%	12%	11%	-6%	8%	8%
COC(=O)C1CCN(C(=O)CCCOc2ccccc2)CC1	18	8	-4%	6%	-9%	8%	0%	0%
O=C(Nc1ccc(N2CCOCC2)c(Cl)c1)c1ccc([N+](=O)[O-])o1	?	6	-13%	13%	-76%[inhibitor]	-8%	0%	-76%[inhibitor]
C=COCCCNc1ncnc2sc(-c3ccccc3)cc12	11	-1	-11%	-15%	3%	24%	12%	6%
COc1cc(CN2CCc3nc(Nc4ccc5c(c4)OCCO5)ncc3C2)cc(OC)c1OC	/	-10	19%	/	-10%	6%	/	/
O=C(c1nc2ccccn2c1CNCCCn1ncc2ccccc21)N1CCOCC1	-17	-16	-14%	12%	-5%	4%	3%	-2%
O=C(O)CCc1ccc(-c2ccccc2)n1NC(=O)c1cccs1	-3	-9	25%	-4%	-2%	-23%	5%	0%
O=C(CN1CCN(Cc2ccccc2)C1=O)NCCCN1CCOCC1	?	3	-25%	10%	3%	17%	18%	1%
CCC(C)(C)NC(=O)C(c1cccnc1)N(C(=O)c1csnn1)c1ccc(C)cc1 (stereo unspecified)	10	-3	-7%	5%	19%	5%	7%	0%
CCOC(=O)c1nnn(CC(=O)Nc2cc(Cl)ccc2C)c1C(=O)OCC	-17	-4	13%	-5%	3%	0%	5%	17%
CC(C)(C)c1ccc(S(=O)(=O)Nc2ccc(O)c(Sc3nc4ccccc4s3)c2)cc1	/	-17	9%	/	-1%	18%	/	/
CCC(C)[C@H]1CNC(=O)C(=O)N1CCCc1cc(OC)c(OC)c(OC)c1 (stereo partly specified)	6	8	-8%	-4%	6%	18%	-3%	0%
CCC(C)(C)C1CCC(=NNC(=O)c2ccoc2C)CC1 (stereo unspecified)	28	3	12%	-4%	1%	-3%	-10%	-1%
Cc1ccc(C(=O)NCCc2nnc3ccc(SCC(=O)Nc4ccccc4C)nn23)cc1	7	-5	9%	5%	-15%	-22%	-3%	-4%
COC(=O)CN1C(=O)Nc2ccc(Br)cc2C1c1ccccc1 (stereo unspecified)	-1	0	23%	-21%	16%	?	7%	12%
CCOc1ccc(C(=O)Nc2ncn[nH]2)cc1	-7	8	-17%	2%	-12%	3%	-3%	2%
CC(=O)N1CCC(C(=O)N2CCN(S(=O)(=O)c3ccc(Cl)s3)CC2)CC1	-4	-6	15%	19%	13%	-36%[inhibitor]	12%	-23%
COc1ccc(N2C(=O)C3CCCN3C2c2ccccc2)cc1 (stereo unspecified)	15	-2	-14%	6%	-8%	2%	-2%	-1%
Cc1ccc2cc(NC(=O)Cc3ccccc3)ccc2n1	0	4	-3%	6%	?	0%	8%	-12%
C#CCOC(=O)CCCNc1ccc([N+](=O)[O-])cc1[N+](=O)[O-]	20	2	41%	-4%	11%	6%	3%	12%
C/C(O)=C\c1nc2ccccc2oc1=O	0	4	?	0%	-27%	-18%	10%	0%
N/C(=N\OC(=O)CCCc1ccccc1)c1ccccn1	4	-2	/	5%	9%	14%	-2%	-3%
CNC(=O)NNC(=O)c1nc(-c2ccccc2)c(C)o1	7	12	-9%	2%	3%	-10%	-2%	-14%
SMILES	D3 antag	D3 ag	FUS yeast rescue	EPAC2 antag	Abeta yeast res	TDP43 rescue	EPAC2 ag	aSyn rescue
CCc1ccc(OCc2nnc(NC(=O)c3cccs3)s2)cc1	0	0	-33%	-1%	-2%[9.22 µM]	20%	8%	-3%
O=C(OCC(=O)N1CCN(c2ccccc2)CC1)c1ccncc1	-2	5	-4%	7%	1%	11%	13%	1%[1.84 µM]
NC(=O)NC(=O)CSc1nc2sc(-c3ccccc3)cc2c(=O)n1-c1ccccc1	0	12	14%	-1%	5%	/	0%	-1%
Cc1nc(-c2cccc(S(=O)(=O)N3CCOCC3)c2)cs1	-17	-8	?	12%	14%	-7%	7%	-16%
O=C1CN(c2nc3nonc3nc2N2CCCCC2)CCN1	-1	2	5%	-1%	3%	-15%	2%	1%
Cc1ccc(NC(=O)CSc2ccccc2NC(=O)c2ccccc2Cl)cc1Cl	-10	1	/	0%	1%	?	19%	-5%
N#C/C(=C(/O)COc1ccccc1)c1nc2ccccc2s1	6	-1	15%	-12%	-16%	-8%	0%	-2%
COc1ccc(-c2cn3c(n2)sc2cc(C(=O)Nc4ccc(C)c(Cl)c4)ccc23)cc1	/	5	19%	/	-1%	4%	/	/
CCOc1ccc(NC(=O)N(Cc2cn(CC)c3ccccc23)C2CCCCCC2)cc1	/	-14	-3%	/	4%	14%	/	-1%
CCOc1ccc2c(=O)c(Oc3ccccc3OCC)coc2c1	-2	3	14%	-7%	5%	-1%	3%	0%
COc1cc(OC)c(OC)cc1CNCCCSc1nnnn1C	/	-9	-25%	/	-7%	?	/	/
Nc1nonc1-n1nnc(C(=O)N/N=C/c2cccc(O)c2)c1CN1CCCC1	18	0	13%	-5%	-2%	-26%	-2%	-1%
Cc1nc2c(-c3ccc(Cl)cc3)cnn2c2c1CCC2	18	15	-6%	-13%	-11%	-1%	-9%	4%
O=C(CC1C(=O)NCCN1C(=O)Nc1ccccc1)Nc1cc(Cl)ccc1Cl (stereo unspecified)	-13	4	5%	0%	-16%	-11%	2%	-1%
CCCCn1c(N)c(N(CC)C(=O)c2cccc(F)c2)c(=O)[nH]c1=O	-2	-5	18%	-1%	-5%	-23%	11%	-5%

Full records as entered above. Screens in order: D3 antag | D3 ag | FUS yeast rescue | EPAC2 antag | Abeta yeast res | TDP43 rescue | EPAC2 ag | aSyn rescue
Cc1ccc(Sc2ccc(N3CCCC(C(=O)Nc4ccc(F)c(Cl)c4)C3)nn2)cc1 (stereo unspecified) in the list: / | -3 | -15% | / | 9% | 19% | / | /
CC1C(=O)N2CCCc3cc(NC(=O)C(=O)NCc4cccnc4)cc1c32 (stereo unspecified) in the list: 27 | 2 | -9% | 3% | 7% | 13% | -6% | 6%
O=C(O)CCc1ccc(-c2ccccc2)n1NC(=O)c1cccs1 in the list: -3 | -9 | 25% | -4% | -2% | -23% | 5% | 0%
O=C(CC1C(=O)NCCN1C(=O)Nc1ccccc1)Nc1cc(Cl)ccc1Cl (stereo unspecified) in the list: -13 | 4 | 5% | 0% | -16% | -11% | 2% | -1%
O=C(c1nc2ccccn2c1CNCCCn1ncc2ccccc21)N1CCOCC1 in the list: -17 | -16 | -14% | 12% | -5% | 4% | 3% | -2%
